Screening data as filed in PubChem.
14-3-3 PPI – 14-3-3 gamma protein interaction modulation; P61981; FP, 14-3-3gamma / TMR-pS259-Raf peptide binding; inhibition, % at 40 µM; 160,000 compounds, 0.19% hits; in the data active means inhibition above about 30%;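 further: 0% = protein plus tracer without compound and 100% = blank with tracer alone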
Target sequence (P61981 whole entry, looked up): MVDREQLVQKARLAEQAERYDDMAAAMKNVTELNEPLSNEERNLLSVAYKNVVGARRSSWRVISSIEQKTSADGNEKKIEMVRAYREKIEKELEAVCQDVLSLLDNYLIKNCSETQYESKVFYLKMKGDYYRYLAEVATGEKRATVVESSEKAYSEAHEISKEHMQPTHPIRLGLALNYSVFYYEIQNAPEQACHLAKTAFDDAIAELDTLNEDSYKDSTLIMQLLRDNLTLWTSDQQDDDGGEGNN
The depositor's hits bear a star; & = joins results of further samples. A portion of the library (hit frequency here may not be typical).

molecule	14-3-3 PPI
CCOC(=O)c1cc2c(=O)n3ccccc3nc2n(CC2CCCO2)c1=NC(=O)c1c(OCC)ccc2ccccc12 (centres undefined)	-4.6
CC(=O)c1cccc(NS(=O)(=O)c2ccc3c(c2)CCN3C(C)=O)c1	-5.6
Cc1onc(-c2ccccc2Cl)c1C(=O)NC12CC3CC(C1)CC(C(C)C)(C3)C2	-5.3
O=C(NCCSc1c(-c2ccc(Br)cc2)[nH]c2ccccc12)C1CC1	-3.2
CC(=O)c1ccc(NC(=O)CCN2C(=O)C3C4C=CC(C4)C3C2=O)cc1 (centres undefined)	-1.8
COc1cc(C2C(=O)N(C3CCCCC3)CC(=O)N2C2CCCCC2)ccc1OC(C)C (centres undefined)	-5.7
COc1cccc(C2N(c3cccc(Cl)c3)C(=O)C3CCCN32)c1OC (centres undefined)	-1.6
CCOc1ccccc1-n1nnnc1SCC(=O)NC(=O)NCc1ccco1	1.3
CCN1CCN(c2nc3c(c(=O)n(C)c(=O)n3C)n2Cc2cccc3ccccc23)CC1	-9.0
CCN1C(=O)c2cccc3c(S(=O)(=O)NCCCN4CCOCC4)ccc1c23	-4.1
COc1ccc(-c2nnc(SCC(=O)N3CCC(C)CC3)o2)cc1OC	0.7
CCC(=O)N(Cc1cc2cc(C)c(C)cc2[nH]c1=O)C1CCCCC1	4.0
COCCOC(=O)C1=C(N)OC2=C(C(=O)CC(C)(C)C2)C1c1cccc([N+](=O)[O-])c1 (centres undefined)	-2.9
COC(=O)c1ccccc1NC(=O)Cc1ccccc1[N+](=O)[O-]	4.6
CCc1ccc(-n2nc3ccc(NC(=O)c4ccccc4OC)cc3n2)cc1	-20.1
COc1ccc2oc(C(=O)c3ccc(F)cc3)c(NC(C)=O)c2c1	-1.5
O=C(CSCc1ccccc1)N1CCN(c2ccccc2)CC1	-5.7
Cc1cc(C)n(C(=O)C2CCCN2S(=O)(=O)c2ccc(Cl)cc2)n1 (centres undefined)	6.5&-2.6
CCOC(=O)C1=C(C)Nc2nnnn2C1c1ccc(OCc2ccccc2)c(OC)c1 (centres undefined)	-1.4
CCc1c(C)sc(NC(=O)c2cc(-c3cccs3)on2)c1C#N	-18.5
CCCS(=O)(=O)N1CCC(C(=O)NCCCOC)CC1	3.0&13.3
CCN(c1cccc(C)c1)S(=O)(=O)c1cccc2cccnc12	-5.1
CCOC(=O)C1=C(C)NC(=S)NC1c1ccc(C)s1 (centres undefined)	-25.8
CCOC(=O)c1sc(C)nc1C1CCN(C(=O)OCC)CC1	-11.9
O=C(OCc1nnc(-c2ccccc2)o1)c1ccc2c(c1)C(=O)N(CCc1ccccc1)C2=O	-5.6
Cc1cc(NC(=O)c2ccccc2I)ccc1NC(=O)c1ccccc1	0.5
Cc1ccc(C)c(N2CCN(c3cc(C)nc4nnnn34)CC2)c1	-0.8
CC(C)(C)C1CCc2c(sc(NC(=O)c3ccccc3F)c2C(=O)NCCO)C1 (centres undefined)	-15.9
CCc1ccc(NC(=O)c2cc(-c3cccc(Cl)c3)on2)cc1	2.9
O=C(O)Cc1ccc(NCc2ccc(Br)cc2)cc1	-9.0
CC(=O)NC(C)C12CC3CC(CC(C(=O)O)(C3)C1)C2 (centres undefined)	5.0
Cc1c(NC(=O)CSc2nnc(-c3ccco3)n2-c2ccccc2)c(=O)n(-c2ccccc2)n1C	-0.6
CCc1ccc(Cn2nnc(C(=O)Nc3ccc(OC)cc3OC)c2N)cc1	1.7
CCc1nc2ccccc2c(NC(=O)CN2CCN(C(=O)c3ccco3)CC2)c1C	-0.1
O=C(NCC1CCCO1)c1c(NC(=O)C2COc3ccccc3O2)sc2c1CCCC2 (centres undefined)	-5.4
Cc1ccc(NC(=O)c2c(O)c3cccc4c3n(c2=O)CCC4)c(C)c1	15.3
Cc1ccc(C)c(N(C)C(=O)COc2cc(=O)n(C)c3ccccc23)c1	-0.3
O=C(CN(Cc1ccccc1C(F)(F)F)C(=O)CNC(=O)c1ccco1)NC1CCCC1	-0.2
COc1ccc(COC(=O)C2=C(C)NC(=O)NC2c2ccccc2OC(C)C)cc1 (centres undefined)	-11.6
COc1ccccc1C(=O)Nc1ccc2nc(SCC(=O)N3CCOCC3)sc2c1	0.2
COc1ccccc1N1CCN(c2nc3ccccc3nc2C(C#N)C(=O)OC(C)C)CC1 (centres undefined)	1.3
O=C(CSc1nc2c(sc(=S)n2-c2ccccc2)c(=O)n1-c1ccccc1)Nc1nccs1	-2.0
Cc1cccc2nc(Cn3c(=O)n(C4CCCC4)c(=O)c4ccccc43)cc(=O)n12	-23.5
O=C(Nc1nncs1)c1ccccc1Br	0.1
CCOC(=O)c1c(C)nc2cc(C)ccn12	4.3

Copied from the entries so far for reference:
molecule	14-3-3 PPI
CC(=O)NC(C)C12CC3CC(CC(C(=O)O)(C3)C1)C2 (centres undefined)	5.0
Cc1c(NC(=O)CSc2nnc(-c3ccco3)n2-c2ccccc2)c(=O)n(-c2ccccc2)n1C	-0.6
CCc1ccc(Cn2nnc(C(=O)Nc3ccc(OC)cc3OC)c2N)cc1	1.7
CCc1nc2ccccc2c(NC(=O)CN2CCN(C(=O)c3ccco3)CC2)c1C	-0.1

(list continues)
molecule	14-3-3 PPI
Cc1ccccc1N1C(=O)CN(Cc2cccs2)C1=S	-4.2
Cc1ccc2nc3sc(C(=O)N4CCOCC4)c(N)c3cc2c1	7.6
O=[N+]([O-])c1ccc(O)c(C=Nc2ccc(Nc3ccccc3)cc2)c1	-64.1
CC(=O)N1CCN(Cc2ccc(Br)s2)CC1	-3.7
COc1ccc(-c2c(C(F)(F)F)oc3c(CN4CCCCC4)c(O)ccc3c2=O)cc1OC	-3.2
CCC(=O)c1cc2ccccc2oc1=O	-1.7
COc1ccc(C2C3=C(N=C4SCC(=O)N42)c2ccccc2CC3)cc1 (centres undefined)	-11.5&-37.0
CC(C)c1nnc(NC(=O)c2cccc(NC(=O)C(F)(F)F)c2)s1	-7.6
O=C1CC(N2CCN(c3ccc(C(=O)c4ccc(F)cc4)cc3)CC2)C(=O)N1 (centres undefined)	0.8
O=C(Nc1ccccc1C(F)(F)F)c1ccc([N+](=O)[O-])cc1Cl	-0.7
COCC(N)(c1ccccc1)c1nc2ccccc2n1C (centres undefined)	-12.7
Cc1ccc(NC(=O)c2ccc(NS(=O)(=O)c3c(C)noc3C)cc2)cc1C	-5.8
Cc1sc2c(c1C)c(=O)n(-c1ccc(Cl)cc1)c(=O)n2Cc1cccc([N+](=O)[O-])c1	3.3
CCOC(=O)C1=CN(Cc2ccc(F)cc2)C=C(C(=O)OCC)C1c1ccccc1Br	0.7
CN(C)S(=O)(=O)c1ccc(/C(O)=C2\C(=O)C(=O)N(CCN3CCOCC3)C2c2ccccc2)cc1 (centres undefined)	-7.7

The results go on.
mol | 14-3-3 PPI
COc1ccc(C(=O)N(c2ccc(C)cc2)S(=O)(=O)c2ccc(C)cc2)cc1OC | -7.6
CCOCCOC(=O)C1=C(C)NC(=O)CC1c1ccccc1Cl (centres undefined) | 6.9
O=C(CCN1CCN(C2c3ccccc3-c3ccccc32)CC1)Nc1cccc(C(F)(F)F)c1 | -5.6
O=C(NCc1ccc2c(c1)OCO2)C(=O)NC1CCCCC1 | 1.7
O=C(Nc1ccccc1F)C1c2ccccc2Oc2ccccc21 | -2.3
O=C(CCCCC(=O)NCc1cccs1)NCc1cccs1 | -4.1
O=C(c1cccc([N+](=O)[O-])c1)c1ccc2c(c1)C(=O)N(c1cc(Cl)ccc1O)C2=O | -4.6
O=C(CCCCn1c(=S)[nH]c2ccsc2c1=O)NCc1ccco1 | -5.5
Cc1onc(-c2ccccc2Cl)c1C(=O)Nc1cccc(C(=O)N(C)c2ccccc2)c1 | 1.2
COCCn1c(SCC(=O)Nc2ccc3c(c2)OCCO3)nnc1-c1c[nH]c2ccccc12 | -1.2&1.4
COc1cc(OC)cc(C(=O)NCCc2ccc(OC)c(OC)c2)c1 | 2.0
O=C1CCC([N+](=O)[O-])C(c2cccc(Oc3ccccc3)c2)N1 (centres undefined) | 0.7
O=C(/C=C/Nc1cccc(O)c1)c1ccccc1 | -14.5
CCCn1c(=O)c(C(=O)NCc2ccc(Cl)cc2)c(O)c2ccccc21 | -7.5
Nc1ccc(O)c(-n2nc3ccc(N)cc3n2)c1 | -4.5
CCC1(C)NC(=O)N(CC(=O)Nc2sc3c(c2C(N)=O)CCC3)C1=O (centres undefined) | -37.6
O=[N+]([O-])c1ccc(CN2CCN(C3CCCCC3)CC2)cc1 | -3.5
Cc1ccc(Cl)cc1N(Cc1ccc(C(=O)NC2CC2)cc1)S(=O)(=O)c1ccccc1 | -0.9
O=C1NC(Cc2c[nH]c3ccccc23)C(=O)N1CCOc1ccc(F)cc1 (centres undefined) | -4.4
COc1ccc(-n2c(Cc3cccn3C)nnc2SCC(N)=O)cc1 | 1.1
C=CCn1c(=S)[nH]c2sc3c(c2c1=O)CC(C(C)C)OC3 (centres undefined) | -5.5
Cc1nn(-c2ccc(Cl)cc2)c2[nH]c(=O)c(CNCc3ccc4c(c3)OCO4)cc12 | -6.9
O=C(Nc1nc2ccccc2n1CCOc1ccccc1)c1ccco1 | -4.4&-10.1
CCCSc1ccc2nc(NC(=O)OC)[nH]c2c1 | -13.2
Cc1ccc(S(=O)(=O)NC(=O)N2CCCC(C)(C)C2)cc1 | -4.3
CS(=O)(=O)c1ccc2nc(NC(=O)CN3CCN(Cc4ccccc4)CC3)sc2c1 | -1.0
OC1(C(F)(F)F)CC(C=Cc2cccs2)=NN1 (centres undefined) | -18.5
CCOC(=O)c1cc2c(=O)n3ccccc3nc2n(Cc2ccco2)c1=NC(=O)c1ccco1 | -32.0
CCOC(=O)c1c(NC(=O)c2ccc(N3C(=O)C4C5C=CC(C5)C4C3=O)cc2)sc2c1CCCC2 (centres undefined) | -7.2
O=C(NC1CCCCCC1)c1c(O)c2cccc3c2n(c1=O)CCC3 | 0.5
Cc1cccc(OCC(=O)N2CCN(C(=O)COc3cccc(C)c3)CC2)c1 | 4.1
Cc1ccc(C(c2sc3nc(C)nn3c2O)N2CCN(c3ccccc3F)CC2)cc1 (centres undefined) | 0.0
O=C(Cn1ncc2c(=O)oc3ccccc3c21)N1CCN(c2cccc(C(F)(F)F)c2)CC1 | -146.1
O=C(NCCCc1nc2ccccc2[nH]1)c1ccccc1 | -5.9
CCOC(=O)C1CCN(S(=O)(=O)c2ccc(Br)s2)CC1 | 1.9
c1ccc(-n2c(SCc3nc(-c4cccs4)no3)nnc2-c2ccco2)cc1 | -4.9
CCC(=O)Nc1ccc(S(=O)(=O)N2CCc3ccccc32)cc1 | -390.6
COc1cc(C2CC(=O)n3nc(-c4ccc(F)cc4)nc3S2)cc(OC)c1OC (centres undefined) | -3.7
COC(=O)c1cccc(N2C(=O)C(Cl)=C(N3CCOCC3)C2=O)c1 | -2.8
CCn1c(SCC(N)=O)nnc1-c1ccco1 | -3.4

An excerpt of these results, as labelled records:
O=C(Nc1nc2ccccc2n1CCOc1ccccc1)c1ccco1
- 14-3-3 PPI = -4.4&-10.1
CC(=O)N1CCN(Cc2ccc(Br)s2)CC1
- 14-3-3 PPI = -3.7

(continued)
mol | 14-3-3 PPI
Cc1cc(C(=O)Nn2cnnc2)cs1 | 3.1
CC(=O)C1=C(O)C(=O)N(Cc2cccnc2)C1c1ccc(C)cc1 (centres undefined) | 3.2
CCOC(=O)c1sc2nc(C3CC3)cc(-c3ccc(OC)cc3)c2c1N | -1.7
Cn1c(=O)c2c(nc(NCCCO)n2Cc2cccc(Cl)c2)n(C)c1=O | 5.2
COc1ccc(-c2nnc(SC(C)C#N)o2)cc1 (centres undefined) | -0.4
Cc1ccccc1N(CC(=O)NCCSCc1ccco1)S(C)(=O)=O | 0.2
Cc1ccc(-n2nc3c(c2NC(=O)COc2ccc(Cl)cc2)CS(=O)(=O)C3)cc1 | -10.9
CC1=C(C(=O)Nc2ccc(C)cc2)C(c2ccc([N+](=O)[O-])cc2)NC(=O)N1 (centres undefined) | -2.6
CCOC(=O)C1CCN(c2cc(Nc3cccc(F)c3)c3c4c(onc24)-c2ccccc2C3=O)CC1 | -131.2
CCOC(=O)c1c(NC(=O)c2ccc(OC)c(OC)c2)sc2c1CCC(CC)C2 (centres undefined) | -5.7
Cc1ccc(C)c(CN2C(=O)C(C(C)C(=O)NCC3COc4ccccc4O3)Sc3ccccc32)c1 (centres undefined) | -23.9
COc1ccc2nc(NC(=O)CSc3nnnn3C3CCCCC3)sc2c1 | -0.8
Clc1ccccc1C=Nc1ccc(N2CCOCC2)cc1 | 3.7
COC(=O)c1ccc2nc(C)cc(Nc3ccc(OC(C)C)cc3)c2c1 | -116.3
CCCc1nc(SCc2cccnc2)c2c(=O)n(C)c(=O)n(C)c2n1 | -1.8
Cc1ccc(F)cc1NC(=O)Cn1c2ccccc2c(=O)c2ccccc21 | -10.2
COc1ccc(C(CCc2ccc(C)o2)NC(=O)Nc2ccc(OC)cc2OC)cc1 (centres undefined) | -8.8
CCCCOC(=O)C1=C(C)NC(=O)NC1c1ccc(Br)s1 (centres undefined) | 2.5
CCOc1ccccc1N(C)C(=O)c1cn(C)c(=O)c2cc(OC)c(OC)cc12 | -3.8
CCOC(=O)c1ccc(NC(=O)c2nn(CC)cc2Br)cc1 | 3.3
Cc1cccc[n+]1CC=Cc1ccccc1 | -7.0
CC(C)c1ccc(NC(=O)CN2CCN(c3ccc([N+](=O)[O-])cc3)CC2)cc1 | 6.9
CC1(C)CC(=O)c2cnc(NC(=O)CCc3ccccc3)nc2C1 | -1.6
COc1cccc(N2CCN(C(=O)c3ccc4nc(N5CCCCC5)sc4c3)CC2)c1 | 0.1
COC(=O)c1ccc(C(C(=O)NCc2ccccc2)N(Cc2ccco2)C(=O)c2cnccn2)cc1 (centres undefined) | -4.2
Cc1c(C(=O)Nc2ccc(N3CCOCC3)cc2)cccc1[N+](=O)[O-] | -8.7
CC(=O)Oc1cccc(/C=c2\sc3nc(-c4ccco4)nn3c2=O)c1 | -14.9
COc1cc(C=C2OC(=O)c3c2cc(C)[nH]c3=S)ccc1O | -247.2
CSc1ccc(NC(=O)N2CC(C)OC(C)C2)cc1 (centres undefined) | -3.4

Four compounds picked at random from those above:
mol | 14-3-3 PPI
O=C(NCc1ccc2c(c1)OCO2)C(=O)NC1CCCCC1 | 1.7
Cc1c(C(=O)Nc2ccc(N3CCOCC3)cc2)cccc1[N+](=O)[O-] | -8.7
CCCS(=O)(=O)N1CCC(C(=O)NCCCOC)CC1 | 3.0&13.3
COc1cc(C2C(=O)N(C3CCCCC3)CC(=O)N2C2CCCCC2)ccc1OC(C)C (centres undefined) | -5.7
